Bioassay records as filed in PubChem.
Tau fibril FP = blocks human tau fibril formation measured by polarization; Potency, µM (titrated, usually from 57.7 µM), without a hit: top-dose activity, negative = inhibition, actives largely listed as inhibitors; P10636; 0.39% of 280,000 active; K18 P301L tau heparin fibrillization, Alexa594 FP, 6 h; further: on the % scale 0 is the no-effect control and ±100 the full control effect; nearly all actives have a fitted effect of over 55% in size
Target sequence (P10636 561-689 P618L limits assumed): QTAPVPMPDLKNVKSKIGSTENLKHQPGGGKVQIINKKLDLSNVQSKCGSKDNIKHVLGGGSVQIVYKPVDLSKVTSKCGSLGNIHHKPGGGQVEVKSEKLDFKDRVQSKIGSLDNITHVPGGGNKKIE
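Human K18 P301L fragment (15 uM unlabeled plus 0.24 uM Alexa 594-labeled) in 100 mM sodium acetate pH 7 with compound, aggregation induced by 20 uM heparin for 6 hr at 37 C. ThT (30 uM) added for 1 hr, then Alexa 594 FP read.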
Tau fluor cs = counter-screen for tau fibril formation inhibitors | Potency, µM (series often up to 57.7 µM), for the others: at the highest dose activity change, negative = decrease | 0.93% of 280,000 active | tau K18 P301L Alexa594 fluorescence, heparin fibrillization; further: on the % scale 0 is the no-effect control and ±100 the full control effect; nearly all actives have a fitted effect of over 55% in size
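Human tau K18 P301L (15 uM unlabeled, 0.24 uM Alexa 594-labeled) in 100 mM sodium acetate pH 7 with 20 uM heparin, 6 hr at 37 C. ThT 30 uM added, 1 hr ambient; Alexa 594 FP and total fluorescence read at 555/632 nm.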
SMN2 splice up = SMN2 splice variant enhancement; HEK293 SMN2-luciferase splicing reporter, luminescence, 30-36 h; AID 1458; Potency, µM (titrated, usually from 46.1 µM), for the others: top-dose activity change, positive = activation, hits mostly activators; 2.8% of 210,000 active; further: % of control where 0% means no effect; nearly all actives have a fitted effect of over 55% in size
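HEK293 cells carry an SMN2 minigene-luciferase reporter in which exon 7 inclusion puts luciferase in frame. Cells were seeded at 2000 cells/well, attached for 10-12 hours, then exposed to compounds for 30-36 hours at 37C before ONE-Glo luminescence.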
JMJD2E inh = blocks human JMJD2E demethylase activity. B2RXH2. JMJD2E catalytic domain, FDH-coupled NADH fluorescence (FDH is formaldehyde dehydrogenase). Potency, µM (doses to about 57.1 µM), for the others: top-dose activity change, negative = inhibition, most hits filed as inhibitors. 1.6% of 230,000 active. AID 2147; active means well fitted inhibition curve with a large enough effect, not every such curve was filed as active; inconclusive means small, poorly fitted or top-dose-only effect, or another doubt; inactive means no such curve, though single readings can be large or run the other way;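 further: 0% = wells with enzyme and -100% = buffer wells without enzyme; nearly all actives have a fitted effect of over 50% in size; many of its hits are not listed in these tables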
Target sequence (B2RXH2 1-337 limits assumed): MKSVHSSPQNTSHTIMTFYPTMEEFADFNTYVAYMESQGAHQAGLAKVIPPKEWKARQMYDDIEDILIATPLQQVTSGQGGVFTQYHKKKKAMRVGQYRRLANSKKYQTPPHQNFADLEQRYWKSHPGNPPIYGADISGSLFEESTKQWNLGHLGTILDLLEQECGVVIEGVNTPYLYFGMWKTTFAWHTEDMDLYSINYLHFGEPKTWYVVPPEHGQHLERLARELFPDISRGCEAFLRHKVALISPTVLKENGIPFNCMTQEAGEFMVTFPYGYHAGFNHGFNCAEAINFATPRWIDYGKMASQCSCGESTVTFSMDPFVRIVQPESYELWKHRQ
HTT aggregate = reduces HttQ103-GFP aggregates in PC12 cells; PC12 HttQ103-GFP aggregates, Acumen cytometry, 40 h; Potency, µM (series often up to 46.1 µM), for the others: top-dose activity change, negative = inhibition, actives largely listed as inhibitors; 1.1% of 220,000 active; AID 1688; further: on the % scale 0 is the no-effect control and ±100 the full control effect; nearly all actives have a fitted effect of over 60% in size
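Aggregate formation scored by laser-scanning cytometer (488 excitation, 500–530 emission) in lysed PC12 cells expressing Q103-GFP after 100 nM tebufenozide induction; library tested in dose series, with ATPLite reagent added in the multiplex.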
Tau ThT inhib = blocks human tau fibril formation measured by thioflavin T; 2.1% of 270,000 active; recombinant tau K18 P301L (four-repeat tau fragment), heparin-induced fibrillization, ThT fluorescence; P10636; Potency, µM (doses to about 57.4 µM), for inactives: top-dose activity, negative = inhibition, usual class: inhibitors; further: on the % scale 0 is the no-effect control and ±100 the full control effect; nearly all actives have a fitted effect of over 55% in size
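In this qHTS, human K18 P301L tau is incubated with compound and heparin for 6 hr at 37 C, and Thioflavin T fluorescence then reports fibril load.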
ALDH1A1 block = blocks purified human ALDH1A1 activity | AID 1030 | Purified ALDH1A1, NADH fluorescence, propionaldehyde substrate | Potency, µM (titrated, usually from 75.3 µM), inactives show at the highest dose activity, negative = inhibition, usual class: inhibitors | 7.3% of 220,000 active; active means well fitted inhibition curve with a large enough effect, not every such curve was filed as active; inconclusive means small, poorly fitted or top-dose-only effect, or another doubt; inactive means no such curve, though single readings can be large or run the other way;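 further: plate controls were no enzyme wells and a reference inhibitor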
Target sequence (P00352 whole entry, looked up): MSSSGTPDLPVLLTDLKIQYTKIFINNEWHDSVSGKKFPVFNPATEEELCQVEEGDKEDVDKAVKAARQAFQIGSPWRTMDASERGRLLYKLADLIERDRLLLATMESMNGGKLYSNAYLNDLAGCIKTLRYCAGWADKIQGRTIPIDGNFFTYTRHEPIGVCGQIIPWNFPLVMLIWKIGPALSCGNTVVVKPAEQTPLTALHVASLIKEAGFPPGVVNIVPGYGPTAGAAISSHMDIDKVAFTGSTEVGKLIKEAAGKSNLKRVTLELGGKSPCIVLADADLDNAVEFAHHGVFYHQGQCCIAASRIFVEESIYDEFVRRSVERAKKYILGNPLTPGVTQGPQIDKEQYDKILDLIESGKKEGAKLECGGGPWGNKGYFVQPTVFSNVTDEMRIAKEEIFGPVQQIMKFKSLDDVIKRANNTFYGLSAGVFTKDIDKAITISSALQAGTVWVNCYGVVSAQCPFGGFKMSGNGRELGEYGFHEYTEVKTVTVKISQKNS
HTT ATP protect = protects HTT-Q103 PC12 cells, measured by ATP; PC12 HTT-Q103 induced, cytoprotection, ATP luminescence, 40 h; Potency, µM (top dose mostly 56.4 µM), for the others: cytoprotection (ATP increase), actives largely listed as activators; 0.14% of 230,000 active; AID 1471;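 further: % of control where 0% means no effect; nearly all actives have a fitted effect of over 45% in size; toxic huntingtin expression switched on by the ecdysone agonist tebufenozide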
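ATP quantification (ATPlite) reports survival of PC12 cells in which tebufenozide, 100 nM final, switches on Htt exon 1 with 103 glutamines linked to GFP; compounds are titrated.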
The depositor's hits bear a star; ? = inconclusive; / = no result given; & = joins results of further samples; [ ] = remark or other dose. Unless noted, the call rests on the fitted dose curve; in most records, active means well fitted curve in the direction sought with a large enough effect; inconclusive means small, poorly fitted or top-dose-only effect, or another doubt; inactive means no such curve, though single readings can be large; an effect the other way counts as inactive or inconclusive. Potency means the concentration at half of the fitted maximal effect.

SMILES	Tau fibril FP	Tau fluor cs	SMN2 splice up	JMJD2E inh	HTT aggregate	Tau ThT inhib	ALDH1A1 block	HTT ATP protect
CCS(=O)(=O)C(=C1Nc2ccccc2N1)S(=O)(=O)CC	3.6%	-0.1%	-31.6%[inhibitor]	10.1%	-8.5%	-8.4%	?	7.9%[1.9 µM]
COc1cc(-c2cc(=O)c3c(O)c(OC)c(OC)c(OC)c3o2)cc(OC)c1OC	-0.4%&-4.1%	-11.2%&-1.6%	1.3%	-23.2%&10.2%	-6.9%[9.22 µM]	-14.0%&-3.2%	11.2µM*	-25.8%[10 µM]
CCn1cc(SCC(=O)Nc2cc(C)on2)c2ccccc21	5.1%	-9.3%	3.5%	3.2%	7.4%	-3.1%	-6.9%	7.4%
COc1ccccc1S(=O)(=O)Cc1ccc(C(=O)NCc2ccc(Cl)cc2)o1	-2.3%	-15.4%	-25.8%	/	/	-6.9%	/	/
Cn1c(=O)c2c(nc(SCC(=O)c3ccc(F)cc3)n2C)n(C)c1=O	0.4%	-4.1%	1.6%	-0.7%	0.6%[9.22 µM]	-7.2%	3.0%	-10.3%[10 µM]
Cc1cc(NC(=S)NC(=O)c2ccco2)c2ccccc2n1	-11.7%	-5.0%	-13.9%	-2.1%	-16.0%	?	?	-7.9%
COc1cc(NC(=O)Cn2cc(S(=O)(=O)N3CCC(C)CC3)c3ccccc3c2=O)cc(OC)c1OC	?	?	?	/	/	-14.4%	/	/
COc1ccc(S(=O)(=O)N2CCOCC2)cc1NC(=O)CCc1c[nH]c2ccccc12	3.3%	?	0.1%	-11.1%	21.0%	-13.1%	14.1µM*	-20.5%
Cc1ccc(OCC(=O)Nc2nnn(C)n2)c(C)c1	6.8%	4.5%	-0.8%	2.4%	6.7%	9.7%	-1.0%	-0.4%
CCOC(=O)C1C(c2ccccc2)C(C(=O)OCC)S(=O)(=O)C(CCN(CC)CC)S1(=O)=O (stereo unspecified)	0.4%	0.6%	13.0%	0.8%	/	-2.9%	6.1%	/
CC(C)OC(=O)c1c(NC(=O)CCn2nnc3ccccc32)sc2c1CCCC2	-8.5%	-14.6%	-24.3%	0.1%	5.4%	-11.5%	25.1µM*	-10.7%[10 µM]
COc1ccc(C(=O)Nc2ccc(-c3ccc(C)o3)cc2)cc1S(=O)(=O)N1CCOCC1	0.6%	?	/	-11.4%	-14.0%	?	?	-8.2%
COC(=O)c1nn(-c2nc(-c3ccc(OC)c(OC)c3)cc(C(F)(F)F)n2)cc1[N+](=O)[O-]	2.4%	-20.4%	-6.0%	-10.6%	-3.4%	-9.7%	3.5%	-41.5%[inhibitor]
CCOC(=O)C1=NNC2C(=O)N(Cc3ccccc3)C(=O)C12 (stereo unspecified)	-5.6%	-14.9%	/	5.5%	-3.9%[9.22 µM]	/	/	-44.9%[10 µM]
O=c1cc2c(nn1Cc1c(Cl)cccc1Cl)-c1ccccc1CC2	-5.1%	-17.4%	-14.2%	-7.0%	?	?	?	-21.2%
CN1CCC(=NNC(=O)C(=O)Nc2cccc(Br)c2)CC1	-5.7%	-1.7%	-21.3%	135.0%[activator]	6.9%	-13.3%	-4.7%	-27.3%
CCOC(=O)N1CCC(NC(=O)c2cccs2)CC1	-0.7%	-2.6%	/	-4.9%	2.5%[9.22 µM]	-2.6%	/	24.7%[10 µM]
COc1ccc(CCNc2nc(-c3ccc(OC)c(OC)c3)cc(C(F)(F)F)n2)cc1OC	-8.7%	?	-23.1%	/	/	?	/	/
COc1ccccc1NC(=O)COc1cc(Br)c(CNCCCN2CCOCC2)cc1OC	3.7%	3.6%	-9.8%	-18.9%	-8.0%	7.6%	-1.4%	/
O=C(Nc1ccc(NC(=O)C2CC2)nc1)c1cnccn1	3.5%	8.7%	?	-1.9%	3.0%[9.22 µM]	3.7%	4.7%	-33.0%
O=C(CSc1nnc(Cc2cc(=O)[nH]c(=O)[nH]2)n1-c1ccc(Cl)cc1)NCC1CCCO1 (stereo unspecified)	-15.3%	-16.1%	-2.2%	6.9%	9.7%[9.22 µM]	-14.0%	10.2%	9.1%
O=S(=O)(Nc1ccncc1Cl)c1ccccc1	-6.9%	-12.3%	9.5%	-1.5%	-0.8%[9.22 µM]	-12.2%	10.0%	13.4%
CC(=O)Nc1ccc(Nc2ncnc(N)c2[N+](=O)[O-])cc1	-2.0%	10.8%	/	13.3%	-31.0%[9.22 µM]	-8.7%	8.9%	-17.1%[10 µM]
Cc1ccc(C)c(N2CCN(S(=O)(=O)c3ccc4[nH]c(=O)c(=O)[nH]c4c3)CC2)c1	-2.3%	-16.9%	24.1%	?	11.1%	-14.5%	5.4%	-8.6%

Entries listed above printed as active in ALDH1A1 block.
SMILES	Tau fibril FP	JMJD2E inh	HTT aggregate	Tau ThT inhib	ALDH1A1 block
COc1cc(-c2cc(=O)c3c(O)c(OC)c(OC)c(OC)c3o2)cc(OC)c1OC	-0.4%&-4.1%	-23.2%&10.2%	-6.9%[9.22 µM]	-14.0%&-3.2%	11.2µM*
COc1ccc(S(=O)(=O)N2CCOCC2)cc1NC(=O)CCc1c[nH]c2ccccc12	3.3%	-11.1%	21.0%	-13.1%	14.1µM*
CC(C)OC(=O)c1c(NC(=O)CCn2nnc3ccccc32)sc2c1CCCC2	-8.5%	0.1%	5.4%	-11.5%	25.1µM*

Next section:
SMILES	Tau fibril FP	Tau fluor cs	SMN2 splice up	JMJD2E inh	HTT aggregate	Tau ThT inhib	ALDH1A1 block	HTT ATP protect
Cn1nnnc1SCC(=O)NCC(=O)c1ccccc1	-0.6%	-2.9%	-6.7%	0.2%	7.2%	-2.8%	5.3%	-5.4%
O=C(O)c1ccc(NC(=S)Nc2ccccc2)cc1	9.1%	-2.3%	8.0%	6.8%	18.4%	-4.0%	?	/
Cc1ccc(C(C(=O)NC2CCCC2)N(C(=O)CNC(=O)c2cccs2)c2cccnc2)o1 (stereo unspecified)	-3.2%	-7.2%	-11.2%	-4.7%	-2.3%	-8.5%	-4.0%	-3.1%[1.9 µM]
CCN(CC)c1ccc(/C=N/NC(=O)c2ccc3nc[nH]c3c2)c(O)c1	3.4%	14.1µM*[quencher]	/	?	-32.6%[9.22 µM]	/	/	-51.6%[inhibitor][10 µM]
O=c1cc(-c2ccccc2Cl)oc2c([N+](=O)[O-])c(O)cc(O)c12	7.4%[81.3 µM]	-5.7%[81.3 µM]	29.4%	-1.5%	1.78µM*	?	-10.9%&-5.4%	?
Cc1nnc(SCC(=O)N2CCC(Cc3ccccc3)CC2)n(N)c1=O	3.8%	-8.3%	-6.1%	-0.6%	4.8%	-5.8%	?	-6.6%[10 µM]
CC(=O)c1ccc(C(=O)N(CCN(C)C)c2nc3c(Cl)cccc3s2)cc1	-1.1%	-5.0%	-15.6%	0.3%	-7.2%	-2.3%	3.2%	28.8%
O=C(OCC(=O)N1CCN(C(=O)c2ccco2)CC1)C1=COCCO1	-4.9%	-5.8%	-2.9%	5.6%	5.0%	-11.5%	-7.8%	2.5%
C=CCNC(=S)NNC(=O)c1ccc(Br)cc1	-1.5%	-1.2%	-39.1%[inhibitor]	5.9%	4.3%	-4.1%	-4.0%	18.8%[10 µM]
CC1(C)CCc2cc(-c3ccn(S(=O)(=O)c4ccccc4Cl)n3)ccc2O1	?	-28.9%	/	-6.1%	18.2%[9.22 µM]	-8.2%	/	-2.4%[10 µM]
Cc1c(NC2=CC(=O)CC(C)(C)C2)ccc([N+](=O)[O-])c1C	-2.3%	3.9%	-19.6%	5.5%	?	3.5%	6.6%	28.7%[10 µM]
O=C(c1ccccc1[N+](=O)[O-])n1cnc2ccccc21	1.0%	0.6%	5.1%	6.1%	10.3%[9.22 µM]	-2.3%	10.1%	27.6%[10 µM]
O=C(CC(=O)NC1CCCCC1)N/N=C/c1cccc2ccccc12	-8.1%	-9.7%	10.6%	?	-6.6%	-9.5%	?	8.5%[10 µM]
Cc1ccc(C)c(N2CCN(C(c3ccccc3)c3nnc(-c4ccccc4F)o3)CC2)c1 (stereo unspecified)	-6.8%	-15.1%	-23.1%	/	/	-11.6%	/	/
COc1ccc(OC)c(NC(=O)C2C3CC4OC(=O)C2C4C3)c1 (stereo unspecified)	5.2%	1.1%	1.7%	2.5%	-16.0%	-2.2%	-4.5%	17.6%[10 µM]
O=C(Cn1nc(-c2ccccc2)c2ccccc2c1=O)Nc1ccc(F)cc1	?	-23.7%	/	-0.8%	-15.8%[9.22 µM]	-14.0%	/	8.9%[10 µM]
CCNC(=O)CSc1nc2ccccc2c(=O)n1-c1cccc(OC)c1	0.5%	0.0%	11.4%	-4.5%	-8.6%	-1.3%	-0.8%	-11.3%
O=C(NC1CC1)C1=C[C@@H](c2ccc(Br)cc2)C[C@@H](OCCCCO)O1	9.9%	2.7%	/	-3.8%	-1.8%[9.22 µM]	1.6%	-2.0%	0.1%[10 µM]
CC(=O)Nc1ccc(OCC(O)Cn2c(CO)nc3ccccc32)cc1 (stereo unspecified)	0.5%	2.9%	8.8%	-1.3%	-23.9%	-7.4%	6.5%	-26.6%
O=S(=O)(NC1CC1)c1ccc(S(=O)(=O)N2CCCC(c3nc(-c4cccnc4)no3)C2)cc1 (stereo unspecified)	-1.1%	-10.2%	-33.3%[inhibitor]	-7.1%	11.2µM*	-0.2%	?	-6.0%[10 µM]
COCCCNC(=O)C1CCC(=O)N1Cc1ccccc1Cl (stereo unspecified)	-7.3%	1.7%	-2.1%	-2.8%	21.4%	-3.5%	-4.8%	12.3%
CCc1nnc(NC(=O)[C@@H](NC(=O)c2cccc(S(=O)(=O)N(CC)CC)c2)C(C)C)s1	5.9%	10.6%	-4.9%	-5.0%	6.6%	12.5%	0.7%	19.8%
COc1ccccc1CC(=O)Nc1ccccc1O	?	-8.1%	-1.9%	4.3%	-15.1%	-8.7%	11.1%	-18.8%
COc1ccc(OCC(=O)OCC(=O)NCc2ccco2)cc1	-0.3%	3.3%	-4.4%	1.9%	11.6%	-3.5%	5.9%	12.7%
Cc1cccc([N+](=O)[O-])c1NC(=O)CN(Cc1ccccc1)Cc1ccccc1	17.9%	-14.4%	-7.0%	-1.0%	-11.5%	-5.9%	-0.3%	-19.6%[0.074 µM]
CCOCCCNC(=O)CCc1ccc(S(=O)(=O)Nc2ccc(C)cc2)cc1	-2.0%	-2.7%	14.0%	-0.8%	-2.8%	1.6%	-15.4%	/

Not all compounds are listed (hit frequency here may not be typical).
